# Bioassay records as filed in PubChem BioAssay.
# 697 NFkB inh: lowers PMA/ionomycin-induced NF-kB signal in 697 B cells | 697 B-cell NF-kB luciferase reporter, 16 h | AID 435022 | 330,000 compounds, 0.33% hits | inhibition, % at 4 µM; in the data active means inhibition above about 35%
# Gli-Sufu block: blocks Gli-Sufu signaling in a luciferase reporter. Sufu-KO-LIGHT fibroblasts, Gli luciferase reporter luminescence. inhibition, % at 5 µM. 340,000 compounds, 0.74% hits. AID 588413;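 active means inhibition above about 55%, limit read from the data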;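 further: 0% = DMSO-treated cells and 100% = wells with medium but no cells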
# UBC13 polyUb: inhibitors of human UBC13 polyubiquitin chain formation; P61088; TR-FRET; inhibition, % at 20 µM; 330,000 compounds, 0.47% hits; AID 485273; in the data active means inhibition above about 45%, passing the limit was not always enough
# Target sequence (P61088 whole entry, looked up): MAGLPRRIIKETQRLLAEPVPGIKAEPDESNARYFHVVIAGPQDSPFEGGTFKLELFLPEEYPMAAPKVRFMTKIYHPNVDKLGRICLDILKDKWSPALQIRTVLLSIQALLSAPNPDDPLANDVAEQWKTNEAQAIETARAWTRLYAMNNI
# APJ antag: blocks the human apelin receptor APJ; P35414; CHO-K1 APJ beta-arrestin complementation, luminescence; inhibition, % at 20 µM; 330,000 compounds, 0.32% hits; AID 2521;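 active means inhibition above about 40% at 20 µM, limit read from the data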;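 further: cells challenged with 10 nM apelin-13 agonist together with compound; plate controls were apelin-13 plus DMSO wells for no effect and DMSO wells lacking apelin-13 for full effect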
# CCR6 antagonist: CCR6 (human) receptor antagonism; P51684; CHO-K1 CCR6 PathHunter beta-arrestin, luminescence, CCL20-stimulated; inhibition, % at 20 µM; 340,000 compounds, 0.49% hits;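 active means compounds whose inhibition of the agonist-driven luminescence signal at 20 µM reaches about 50%, limit read from the data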;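 further: cells stimulated with CCL20 at 14 nM final; plate controls were DMSO with CCL20 for no effect and DMSO without agonist for full effect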
# EBI2 block: EBI2 (human) antagonism. EBI2 beta-arrestin recruitment, luminescence, 7a,25-OHC stimulated. 360,000 compounds, 0.81% hits. P32249. AID 651636. inhibition, % at 5 µM; in the data active means inhibition above about 38%;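 further: enzyme fragment complementation signal reports receptor beta-arrestin coupling in cells; 0% = agonist plus DMSO wells and 100% = wells without agonist; some results beyond the cut were filed as inactive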
# CXCR6 block: blocks human CXCR6 beta-arrestin recruitment. AID 602244. O00574. 360,000 compounds, 0.36% hits. inhibition, % at 20 µM. CHO-K1 PathHunter CXCR6 beta-arrestin, luminescence; in the data active means inhibition above about 34%, passing the limit was not always enough;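 further: antagonist mode with CXCL16 agonist at 10 nM final; 0% = 10 nM CXCL16 with DMSO and 100% = unstimulated wells without agonist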
# Target sequence (O00574 whole entry, looked up): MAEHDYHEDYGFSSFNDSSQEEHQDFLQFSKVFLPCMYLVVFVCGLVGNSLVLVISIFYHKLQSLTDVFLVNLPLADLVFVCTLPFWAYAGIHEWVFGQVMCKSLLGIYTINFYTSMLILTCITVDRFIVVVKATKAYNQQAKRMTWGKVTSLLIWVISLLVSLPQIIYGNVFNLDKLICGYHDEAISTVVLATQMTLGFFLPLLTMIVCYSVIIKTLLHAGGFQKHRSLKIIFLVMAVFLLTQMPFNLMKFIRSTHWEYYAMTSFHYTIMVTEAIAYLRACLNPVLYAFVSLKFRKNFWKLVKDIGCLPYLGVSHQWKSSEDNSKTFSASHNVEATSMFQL
# Jurkat NFkB inh: inhibitors of the PMA/ionomycin-induced NF-kB reporter in Jurkat cells. 330,000 compounds, 0.53% hits. inhibition, % at 4 µM. PMA/ionomycin-induced NF-kB luciferase reporter, luminescence; in the data active means inhibition above about 50%
# * = called active by the depositor; · = no result given.
1: CCc1cccc(OCC(=O)Nc2ccc(S(=O)(=O)N3CCCC3)cc2)c1
2: CCOC(=O)N1CCN(C(=O)COc2ccc(Cl)cc2C)CC1
3: COc1cccc(NC(=O)COc2coc(CN3CCN(c4ccccc4)CC3)cc2=O)c1
4: COc1cccc(C(=O)NCCS(=O)(=O)N2CCC(C)CC2)c1
5: COc1ccc(-c2cc3c(=O)n(CC(=O)NCc4ccccc4F)ncn3n2)cc1
6: CCN(CCc1ccccc1)c1ccc2c(c1)C1CC2CCN1C(=O)OCc1ccccc1 (stereo not drawn)
7: COc1ccc(-n2c(CNC(=O)COc3ccc(Cl)cc3Cl)n[nH]c2=S)cc1
8: O=C(NCc1ccccc1)c1noc2c1CCCCC2
Compound	1	2	3	4	5	6	7	8
697 NFkB inh	0	6	4	7	-19	·	0	-45
Gli-Sufu block	5	-9	-8	-21	-15	1	10	-58
UBC13 polyUb	-9	-4	0	5	-18	·	-5	6
APJ antag	-23	-7	10	-3	-4	·	1	-16
CCR6 antagonist	2	0	12	3	-9	17	8	13
EBI2 block	10	63*	-8	0	-12	15	-11	-5
CXCR6 block	3	4	6	-7	3	6	7	0
Jurkat NFkB inh	9	-2	0	2	-4	·	-5	-75

9: CCOC(=O)Cn1c(N2CCCCCC2)nc2c1c(=O)[nH]c(=O)n2C
10: COc1cc(C(=O)N2CCN(c3ncnc4sc(C)c(C)c34)CC2)cc(OC)c1OC
11: O=C(NCCSc1ncc(-c2ccc(F)cc2)[nH]1)c1ccc2c(c1)OCO2
12: COc1ccc(NC(=S)Nc2cc(C)cc(C)n2)cc1OC
13: CCOC(=O)c1nn(-c2cc(C(=O)OC)cc(C(=O)OC)c2)cc1O
14: CCCCN1CCc2c([nH]c3ccccc23)C1=O
15: Cc1nn(CC(=O)N2N=C(C(F)F)CC2(O)C(F)F)c(C)c1[N+](=O)[O-] (stereo not drawn)
16: O=C(Nc1ccc(N2CCCC2)cc1)c1ccc(Br)o1
Compound	9	10	11	12	13	14	15	16
697 NFkB inh	7	-17	-2	-33	29	-48	4	-6
Gli-Sufu block	-2	57*	34	-17	15	1	0	-17
UBC13 polyUb	1	3	-3	-3	0	10	3	0
APJ antag	6	16	25	-37	13	11	7	-19
CCR6 antagonist	8	-9	1	-5	4	14	-3	-1
EBI2 block	-17	-7	-3	0	1	4	3	1
CXCR6 block	2	-9	-4	0	3	1	-4	-9
Jurkat NFkB inh	-1	27	14	-16	18	-65	-6	-36

17: CCN(Cc1ccccc1)C(=O)c1ccc(C)c(S(=O)(=O)N2CCCCC2)c1
18: Cc1nnc(N2C(=O)C(O)=C(C(=O)c3ccco3)C2c2ccc(C(C)C)cc2)s1 (stereo not drawn)
19: CC1CCN(C(=O)c2cc(S(=O)(=O)N3CCCCC3)c[nH]2)CC1
20: Nc1nc(SCC(=O)Nc2ncc(C(F)(F)F)cc2Cl)n[nH]1
21: CN(CCN(C)C(=O)c1[nH]cnc1C(=O)Nc1ccccc1)C(=O)c1[nH]cnc1C(=O)Nc1ccccc1
Compound	17	18	19	20	21
697 NFkB inh	5	-6	1	10	14
Gli-Sufu block	2	-5	-5	·	-14
UBC13 polyUb	3	-9	-1	-10	15
APJ antag	-8	14	0	12	7
CCR6 antagonist	2	-11	-6	3	13
EBI2 block	11	-11	-1	11	-9
CXCR6 block	-6	-1	0	5	-6
Jurkat NFkB inh	16	-24	-12	19	-5

# Filtered by structure, the compounds so far containing an aryl methoxy group
3: COc1cccc(NC(=O)COc2coc(CN3CCN(c4ccccc4)CC3)cc2=O)c1
4: COc1cccc(C(=O)NCCS(=O)(=O)N2CCC(C)CC2)c1
5: COc1ccc(-c2cc3c(=O)n(CC(=O)NCc4ccccc4F)ncn3n2)cc1
7: COc1ccc(-n2c(CNC(=O)COc3ccc(Cl)cc3Cl)n[nH]c2=S)cc1
10: COc1cc(C(=O)N2CCN(c3ncnc4sc(C)c(C)c34)CC2)cc(OC)c1OC
12: COc1ccc(NC(=S)Nc2cc(C)cc(C)n2)cc1OC
Compound	3	4	5	7	10	12
697 NFkB inh	4	7	-19	0	-17	-33
Gli-Sufu block	-8	-21	-15	10	57*	-17
UBC13 polyUb	0	5	-18	-5	3	-3
APJ antag	10	-3	-4	1	16	-37
CCR6 antagonist	12	3	-9	8	-9	-5
EBI2 block	-8	0	-12	-11	-7	0
CXCR6 block	6	-7	3	7	-9	0
Jurkat NFkB inh	0	2	-4	-5	27	-16

# This is a random part of the collection; 3% or so of the library scored in one or more.
